# BH1578 lux ind: quorum light induction in luxS cqsA deficient V. cholerae; V. cholerae BH1578 lux reporter, luminescence, 6 h; activation, % at 18.7 µM; actives 0.16% (n = 350,000); AID 588436; in the data active means activation mostly above about 9.7%, no sharp cut-off; further: not every result past the cut was called active; inactives centre near 0; reference of the scale not given here
# Y pestis TopoI: blocks Yersinia pestis topoisomerase I activity. Y. pestis Topo-I cleavage product accumulation, plate reader. activity, % at 10 µM. actives 0.064% (n = 360,000). AID 504884; in the data active means activity above about 50%, passing the limit was not always enough; further: inactives centre near 2
# TcdB GH inh: blocks C. difficile toxin B glycohydrolase activity; P18177; TcdB glycohydrolase enzymatic assay, plate reader; actives 0.24% (n = 350,000); inhibition, % at 9.99 µM; in the data active means inhibition above about 10%
# Rv3671c protease: Rv3671c (M. tuberculosis) protease inhibition; AID 2606; inhibition, % at 5.96 µM; P9WHR9; actives 0.048% (n = 320,000); in the data active means inhibition above about 38%;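 further: extracellular domain of Rv3671c used as enzyme; 0% = enzyme with DMSO and 100% = no enzyme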
# Target sequence (P9WHR9 whole entry, looked up, the tested form may be a part): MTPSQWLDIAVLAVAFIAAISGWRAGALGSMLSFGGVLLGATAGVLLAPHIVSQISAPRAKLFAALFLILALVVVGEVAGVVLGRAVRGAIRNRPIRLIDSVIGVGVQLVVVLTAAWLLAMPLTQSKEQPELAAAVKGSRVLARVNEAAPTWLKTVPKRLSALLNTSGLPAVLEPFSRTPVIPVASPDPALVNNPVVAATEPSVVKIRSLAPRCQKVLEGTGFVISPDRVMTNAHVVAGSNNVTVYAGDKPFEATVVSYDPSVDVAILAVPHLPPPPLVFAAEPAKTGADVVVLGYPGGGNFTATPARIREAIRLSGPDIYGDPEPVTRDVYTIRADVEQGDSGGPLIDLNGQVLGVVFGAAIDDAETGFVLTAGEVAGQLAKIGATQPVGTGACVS
# PfHsp40 rescue: compounds rescuing yeast from Plasmodium falciparum HSP40 toxicity; S. cerevisiae expressing PfHsp40, growth rescue, ATP luminescence; growth rescue, % at 12.5 µM; actives 0.68% (n = 340,000); AID 504582; in the data active means growth rescue above about 28%, passing the limit was not always enough;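 further: yeast W303a lacking pdr1 and pdr3 grown in galactose medium; growth measured after three days at 30 °C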
# SARS 3CLpro inh: SARS-CoV 3CLpro protease inhibition; recombinant SARS-CoV 3CLpro, quenched FRET peptide cleavage; inhibition, % at 6 µM; P0C6X7; AID 1706; actives 0.14% (n = 290,000); in the data active means inhibition above about 12%
# Anthrax LF prot: anthrax lethal factor protease inhibition; P15917; multiplex microsphere protease cleavage assay, LF; inhibition, % at 10 µM; actives 0.12% (n = 360,000); AID 588501; in the data active means inhibition above about 30%; further: plate controls were buffer without enzyme for full effect and enzyme alone for no effect
# VHR inh abs: DUSP3 (human) phosphatase inhibition; inhibition, % at 13.3 µM; recombinant VHR phosphatase, pNPP absorbance; P51452; actives 0.52% (n = 290,000); AID 1654; in the data active means inhibition above about 50%; further: some compounds called inactive have numbers as strong as hits
# Target sequence (P51452 whole entry, looked up): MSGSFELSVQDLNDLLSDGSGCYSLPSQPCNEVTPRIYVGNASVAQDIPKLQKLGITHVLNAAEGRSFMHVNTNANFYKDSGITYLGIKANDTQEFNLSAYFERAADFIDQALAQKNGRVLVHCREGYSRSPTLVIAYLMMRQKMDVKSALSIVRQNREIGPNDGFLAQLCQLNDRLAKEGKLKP
# PriA SSB inh: K. pneumoniae PriA-SSBct interaction inhibition; AlphaScreen SSBct-PriA binding, biotinylated peptide; inhibition, % at 33 µM; actives 0.6% (n = 430,000); AID 1272365; in the data active means inhibition mostly above about 37%, no sharp cut-off; inactive means mostly below about 20%;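 further: plate controls were negative control peptide for no effect and reference peptide for full effect; strong numbers were not always called active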
# MazF activator: increases E. coli MazEF RNase cleavage of RNA | P0AE70 | FAM/BHQ RNA-DNA oligo cleavage fluorescence, 5 h | activation, % at 20 µM | actives 0.32% (n = 350,000) | AID 504720; in the data active means activation above about 50%
# Target sequence (P0AE70 whole entry, looked up): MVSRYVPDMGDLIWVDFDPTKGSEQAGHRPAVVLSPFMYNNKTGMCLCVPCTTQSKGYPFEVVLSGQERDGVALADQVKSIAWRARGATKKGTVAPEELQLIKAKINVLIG
# Numbers without * were called inactive; i = inactive; / = no result given. An excerpt (hit frequency here may not be typical).
smiles	BH1578 lux ind	Y pestis TopoI	TcdB GH inh	Rv3671c protease	PfHsp40 rescue	SARS 3CLpro inh	Anthrax LF prot	VHR inh abs	PriA SSB inh	MazF activator
CCOc1ccc(S(=O)(=O)Nc2ccccc2C(=O)NCC2CCCO2)cc1 (stereo unspecified)	i	5	/	-6	-0.1	-1	-2	-1	0	0
CCOC(=O)c1ccc(Oc2cn[nH]c2-c2ccc(O)cc2O)cc1	1.4	2	5.7	7	-0.7	3	-1	35	7	11
CCn1cc(Cl)c(C(=O)Nc2cccc(C(F)(F)F)c2)n1	i	11	1.6	0	2.5	-2	-1	16	-15	10
Cc1ccc(C(=O)NCc2ccccn2)cc1NC1=NC2CS(=O)(=O)CC2S1 (stereo unspecified)	i	1	-0.8	1	-0.9	-10	0	21	1	12
O=C(/C=C/c1ccco1)NC(=S)Nc1ccccc1N1CCCC1	-0.2	-2	/	-7	59*	1	-2	56*	22	10
O=C(CN1CCN(c2ccc(F)cc2)CC1)N1CCC(Cc2ccccc2)CC1	-7.1	28	0.2	-6	5.6	-1	-1	18	5	-5
O=C(Oc1ccc2c(c1)C(=O)c1ccccc1CO2)c1ccccc1	-0.5	0	/	-2	0.0	-4	1	15	-21	-4
Cc1ccc(NC2c3ccccc3C(=O)N2CCN2CCOCC2)cc1 (stereo unspecified)	-0.9	4	0.1	1	0.3	1	2	25	-5	14
CC(=O)c1c(C)[nH]c(C(=O)OCC(=O)Nc2cc(C(F)(F)F)ccc2N2CCOCC2)c1C	i	5	/	-1	-0.2	2	0	13	-6	3
CCN(CC)CCNC(=O)c1ccc(NC(=O)Nc2cccc3ccccc23)cc1	-0.7	-5	-1.9	-3	-1.1	2	-4	47	5	24
COc1cc(-c2nnc(-c3cccs3)o2)cc(OC)c1OC	i	-1	/	-9	2.8	2	0	-12	-5	-1
CC(C)=C(c1ccc(Cl)cc1)c1c(N)ncnc1N	i	-4	0.4	/	/	/	-4	/	/	8
Cc1ccc(S(=O)(=O)N2CCN=C2SCc2c(F)cccc2Cl)cc1	-0.7	32	0.7	-2	0.1	-2	0	11	-3	1
COc1ccc(Cc2noc(CN(C)CCN3CCc4ccccc4C3)n2)cc1OC	i	19	0.7	-2	-0.5	2	9	-10	5	2
COc1ccccc1N(CC(=O)Nc1ccc2c(c1)OCCO2)S(C)(=O)=O	-0.7	3	/	10	0.6	2	4	3	-8	2
COc1ccc2sc(N(CCN(C)C)C(=O)c3cc(Cl)sc3Cl)nc2c1	i	3	1.4	-7	1.0	-4	2	2	18	0
CCCOc1ccc(C(=O)OCC(=O)c2c(N)n(C)c(=O)n(C)c2=O)cc1OC	i	-1	-1.0	-1	-1.1	3	-2	14	-2	11
CC(=O)c1oc2ccccc2c1NC(=O)COC(=O)c1ccc(-n2nc(C)cc2C)cc1	i	2	/	-12	-0.7	/	-1	2	0	2
c1cc(CNc2ccc3c(c2)OCO3)ccn1	-0.4	3	/	5	0.6	-4	/	10	23	3
Cc1ccc(N)cc1C	-0.4	1	-0.3	/	-0.1	/	-2	/	3	7
COc1cc(OC)c(NC(=O)CC(C)=O)cc1Cl	-0.3	-12	/	2	-0.6	-1	2	6	-10	-9
CCNC(=O)c1sc(-c2ccccc2)nc1C	i	4	/	-2	0.7	2	1	36	-5	-2
Cc1ccc(C(=O)Nc2cc3c(cc2N2CCCCC2)n(C)c(=O)n3C)cc1	i	8	/	3	-1.8	-2	0	18	-7	10
O=C(NC(=S)NN1CCCCC1c1cccnc1)c1ccc(Cl)cc1Cl (stereo unspecified)	i	-1	1.8	4	0.1	-3	4	18	-7	5
CC(C)(C)N1C(=O)c2ccc(C(=O)Nc3ccc(-c4nc5ccccc5[nH]4)cc3)cc2C1=O	-0.6	4	/	-12	1.0	-4	-1	-4	-6	12
CCNC(=S)N1CCN(S(=O)(=O)c2ccccc2C(F)(F)F)CC1	-0.2	10	-0.6	4	-0.1	3	1	2	-15	11
CCN(CC)CCN1C(=O)C(=O)/C(=C(/O)c2c(C)[nH]c(C(=O)OC)c2C)C1c1ccc(C)o1 (stereo unspecified)	-0.4	0	-0.2	1	-1.0	2	-4	10	/	6
CCc1cc2cc(OC)ccc2nc1SCC(=O)NNC(=O)c1ccco1	-0.3	9	0.5	-5	-0.9	3	-1	10	0	-1
Cc1ccc(S(=O)(=O)N[C@H](C(=O)Oc2ccc3c(C(F)(F)F)cc(=O)oc3c2)c2ccccc2)cc1	-0.6	13	/	-1	-1.4	4	-2	10	2	-21
O=C1CC(c2ccccc2)n2nc(NC(=O)c3ccccc3)nc2N1 (stereo unspecified)	3.6	2	1.2	3	0.2	2	3	21	-10	8
CCOc1ccc(C(=O)NC(=S)NC2CCCC2)cc1[N+](=O)[O-]	-0.3	6	0.9	-9	0.8	2	0	-11	13	-1
O=C(Cn1ncc2c(=O)oc3ccccc3c21)NCCc1ccsc1	-0.4	3	0.0	2	-0.6	-4	1	2	-5	5
CCOC(=O)C1CCCN(c2nc3ccccc3nc2C(C#N)C(=O)NCc2ccccc2)C1 (stereo unspecified)	5.0	-4	/	-8	0.5	-6	14	6	-10	-23
Cc1c(C(=O)N/N=C/c2ccc(O)c(Br)c2)sc(N)c1C#N	-0.3	-17	/	-32	-0.5	2	-2	-8	/	-3
CCOC(=O)c1c(NC(=O)C2=COCCO2)sc2c1CCN(C(=O)OC)C2	i	-4	1.6	5	0.3	/	/	/	-2	7
CCCCn1c(SCC(=O)c2ccc(OC)cc2OC)nc2cc(S(N)(=O)=O)ccc21	i	27	/	-10	-1.5	5	1	17	-1	1
Cc1cc(-c2onc(C)c2C(N)=O)no1	-0.7	6	1.6	0	1.2	1	3	3	-10	7
COc1ccc(C(=O)N2CCN(c3cccc(Cl)c3)CC2)cc1	i	28	1.1	1	0.3	-3	-8	30	-11	7
COc1ccc(CN(C)C(C)C(=O)N(C)CC(=O)Nc2ccc(C)cc2)cc1F (stereo unspecified)	-0.6	-5	0.9	-10	-0.8	/	1	/	6	3
CC(/C=C1\SC(=S)N(C(C(=O)O)c2ccccc2)C1=O)=C\c1ccccc1 (stereo unspecified)	-0.6	-1	1.3	-1	0.7	6	5	25	-5	-8
C#CCN(C[C@@H]1[C@@H](OC(=O)NCc2ccccc2F)[C@@H](OC(=O)NCc2ccccc2F)Cn2c(=O)n(CCCCCC)c(=O)n21)S(=O)(=O)c1ccc(C)cc1	-0.4	12	-0.5	/	/	/	4	/	/	-2
COc1ccc(-c2ccc(OC)c([C@H]3[C@H]4C=CC[C@@H](C)[C@@H]4C(=O)N3Cc3ccccc3)c2)cc1C	-0.8	7	0.4	7	-1.4	/	-1	15	-7	0
COC(=O)[C@]1(Cc2ccccc2)N[C@H](CN(C)C(=O)COc2ccccc2)[C@@H]2C(=O)N(C)C(=O)[C@@H]21	-1.0	4	-4.7	6	-0.8	/	-3	/	-4	-5
CCNC(=O)C1(C)CCN(C(=O)c2ccc(F)cc2Cl)C1 (stereo unspecified)	-0.6	0	0.8	/	/	/	1	/	/	/
CN(Cc1ccccc1)C(=O)CN1C(=O)C2C3C=CC(C3)C2C1=O (stereo unspecified)	i	-4	/	-1	0.2	0	-2	9	-14	7
CCOc1ccc(C(=O)N[C@H](C(=O)N2CCN(c3ncccn3)CC2)C(C)C)cc1	i	0	0.4	/	/	/	0	/	/	7
Cc1cnc(NC(=O)C2CC(=O)N(c3ccc4c(c3)OCCO4)C2)s1 (stereo unspecified)	-1.1	2	0.9	-8	0.1	/	-1	/	-13	1
Cc1cccc(-c2oc3ccc(-c4ccc5c(c4)OCO5)cc3c2C(=O)OCc2ccc(O)cc2)c1	-2.8	-4	1.9	-7	-1.0	-5	-2	1	/	-16
CCC1CCCCN1CCCNC(=O)Cn1nc(-c2ccc(C)cc2)ccc1=O (stereo unspecified)	i	4	/	-1	5.4	-2	-6	-5	-11	2
CC(C)(C)N=C1NN=C(c2ccc(Cl)cc2)CS1	i	5	-0.1	13	-0.3	7	0	4	20	-1

# 3 of the compounds above, with two lines to a compound:
# Values in the order: BH1578 lux ind | Y pestis TopoI | TcdB GH inh | Rv3671c protease | PfHsp40 rescue | SARS 3CLpro inh | Anthrax LF prot | VHR inh abs | PriA SSB inh | MazF activator
> COc1ccc(CN(C)C(C)C(=O)N(C)CC(=O)Nc2ccc(C)cc2)cc1F (stereo unspecified)
    -0.6 | -5 | 0.9 | -10 | -0.8 | / | 1 | / | 6 | 3
> CC(/C=C1\SC(=S)N(C(C(=O)O)c2ccccc2)C1=O)=C\c1ccccc1 (stereo unspecified)
    -0.6 | -1 | 1.3 | -1 | 0.7 | 6 | 5 | 25 | -5 | -8
> C#CCN(C[C@@H]1[C@@H](OC(=O)NCc2ccccc2F)[C@@H](OC(=O)NCc2ccccc2F)Cn2c(=O)n(CCCCCC)c(=O)n21)S(=O)(=O)c1ccc(C)cc1
    -0.4 | 12 | -0.5 | / | / | / | 4 | / | / | -2

# (continued)
smiles	BH1578 lux ind	Y pestis TopoI	TcdB GH inh	Rv3671c protease	PfHsp40 rescue	SARS 3CLpro inh	Anthrax LF prot	VHR inh abs	PriA SSB inh	MazF activator
CN(C(=O)c1ccc(NC(=O)Cc2cccc([N+](=O)[O-])c2)cc1)C1CC1	i	-1	1.5	-3	-0.5	/	-10	/	-30	-9
COc1ccc(C(NC(=O)C(C)(C)C)NC(=O)C(C)(C)C)cc1	3.7	-2	/	-2	0.7	-4	-2	20	-18	4
Nc1nc(SCC(=O)Nc2ccc3c(c2)OCO3)n[nH]1	-0.2	2	2.1	5	-0.2	1	-4	30	-2	0
O=C(CN1CCCCCC1=O)N1CCN(S(=O)(=O)c2cccs2)CC1	-0.2	2	0.3	-1	3.6	6	2	22	-3	1
COc1ccc(OC)c(NC(=O)c2cccnc2Sc2ccccc2)c1	0.3	7	/	-2	-1.6	5	0	-1	11	2
Cc1ccc(Cl)cc1NC(=O)CNCC(c1ccccc1)N(C)C (stereo unspecified)	-18	-1	0.1	3	-0.5	1	-2	4	-1	3
O=c1[nH]c(O)c(/C=C2/C=CC(c3cc(Cl)ccc3Cl)=N2)c(=O)[nH]1	i	11	0.3	7	1.0	0	3	21	/	-264
C/C(=N\NC(=O)c1ccccc1)c1ccc(N2CCOCC2)cc1	-2.6	-8	-0.9	4	-0.2	2	0	2	/	-1
Cc1cc(C(F)(F)F)c(C#N)c(SCC(=O)Nc2nc3cc(Br)ccc3s2)n1	i	0	-0.4	-12	0.5	-1	-2	1	-5	-39
Cc1cccc(NC(=O)NNC(=O)c2sccc2-n2cccc2)c1	-0.4	7	-7.0	-9	0.8	4	-5	17	15	8
O=C(Nc1ccc(F)cc1)c1nc2c(nnn2Cc2cccc3ccccc23)c(=O)[nH]1	i	5	0.4	-14	-0.9	4	-2	21	-9	-8
CCN1CCN(C(=O)Nc2cccc(C(F)(F)F)c2)CC1	-1.2	-7	/	-3	-0.1	-2	-2	-13	1	-12
O=C(CSc1nnc(-c2ccco2)o1)c1ccc[nH]1	-0.2	8	-0.2	3	-1.8	5	-8	10	-10	-34
O=C(O)CSCc1nc2scc(-c3ccccc3)c2c(=O)[nH]1	i	11	-0.9	-1	1.7	-3	-11	0	-1	4
COc1cccc2cc(C(=O)NC3CC(C)(C)NC(C)(C)C3)c(=O)oc12	/	/	/	2	/	1	/	/	-3	11
CCn1c(CCC(=O)N(C)CC(=O)Nc2cccc(F)c2)nc2cc(S(=O)(=O)N(C)C)ccc21	i	10	2.0	1	0.4	/	-2	/	8	-1
Cc1nc(C)c(-c2nnc(-c3cccc(S(=O)(=O)N(C)C)c3)o2)cc1C(=O)NN	i	4	-1.6	3	-1.1	1	0	1	6	6
CC(=O)Nc1ccc(NC2CCCCC2NS(=O)(=O)c2ccc(Cl)cc2)cc1 (stereo unspecified)	i	-1	-13	-1	0.1	-6	0	-4	-4	7
O=C(N/N=C/c1oc(O)c2ccccc12)c1ccccc1	-6.7	-4	0.2	-5	-0.4	8	-2	13	/	2
